Bioassay records: PubChem, several laboratories
KCNK3 block: human KCNK3 channel inhibition, primary screen | O14649 | CHO-KCNK3 thallium flux, FluxOR fluorescence; active compounds read low | B-score at 10 µM | actives 0.84% (n = 340,000) | AID 602410;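 active = B-score under library mean minus 4 SD, starting fluorescence ratio at most library mean plus 5 SD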;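 also: more negative B-score means stronger inhibition of thallium flux through KCNK3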
TRPC4 agonist: TRPC4 (mouse) channel activation; B-score at 10 µM; actives 0.49% (n = 310,000); Q9QUQ5; HEK293 TRPC4beta/mu-opioid, Fluo4 calcium fluorescence; active compounds read high; AID 2237;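 active = B-score above 5 SD of library B-scores, and initial fluorescence ratio not above library mean plus 5 SD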;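 also: positive B-score marks a calcium rise read as TRPC4 activation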
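System – HEK293 cells stably co-expressing mouse TRPC4beta and mu-opioid receptor · Signal – Fluo4 calcium-sensitive dye fluorescence, kinetic, 1 Hz baseline · Benchmarks – buffer (low) and maximal DAMGO (high) · Read-out – B score of integrated fluorescence ratio per well · Incubation – dye loading 45 min room temperature, 110 s kinetic read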
KCNQ1 pot: potentiators or activators of human KCNQ1 potassium channel; P51787; CHO-K1 KCNQ1, thallium flux FluxOR fluorescence; active compounds read high; B-score at 10 µM; actives 0.35% (n = 310,000); AID 2648;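 active = fluorescence ratio B-score, a plate-corrected score, at least three library SD, with initial intensity B-score within 5 SD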
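Material: CHO-K1 cells stably expressing KCNQ1. Medium: assay buffer for compound exposure, DMSO matched across wells. Reagent: K+/Tl+ depolarizing stimulus. Compound dosing: single-concentration screen. Times: 37 °C overnight plating, 90-min dark dye load, 20-min compound pretreatment. Technique: FluxOR Tl+ flux fluorescence.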
DYRK1A inh: blocks rat Dyrk1A kinase activity; ADP-Glo luminescence, NFATc1 peptide; actives 0.43% (n = 310,000); Q63470; inhibition, % at 12.5 µM; AID 504441; in the data active = inhibition above about 50%;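 also: plate controls were vehicle with enzyme for no effect and no enzyme for full effect; many of its hits are not listed in these tables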
TRPC4 PAM: allosteric potentiators of mouse TRPC4 channel | B-score at 10 µM | HEK293 TRPC4beta/mu-opioid, DAMGO EC20, Fluo-4 Ca2+ flux; active compounds read high | actives 0.42% (n = 310,000) | Q9QUQ5;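 active = B-score of calcium response area above 5 SD of library B-scores, with initial fluorescence ratio within 5 SD of library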;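 also: B-score of integrated fluorescence ratio over time as area under calcium response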
KCNK9 block: human KCNK9 channel inhibition; Q9NPC2; HEK293 KCNK9, FluxOR thallium flux fluorescence; active compounds read low; B-score at 10 µM; actives 1.2% (n = 310,000);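 active = ratio B-score over 3 SD below the library mean, with starting fluorescence within 5 SD of its mean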;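 also: negative B-score means less thallium flux so channel inhibition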
hERG protect: hERG (human) protection from proarrhythmic block | actives 0.51% (n = 310,000) | activation (rescue from dofetilide block), less the hit threshold, % at 10 µM | CHO-hERG, FluxOR thallium flux, dofetilide IC70 present | Q12809;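 active = activation above the mean of controls blocked by dofetilide plus 5 SD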;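 also: thallium influx through hERG after potassium depolarization seen as dye fluorescence rise; in these data hits start at about 4.7%; inactives centre near -7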
TMEM16A act: mouse TMEM16A channel activation, primary screen. actives 0.3% (n = 340,000). AID 623877. B-score at 10 µM. HEK293 TMEM16A/YFP-H148Q/I152L, iodide quench fluorescence; active compounds read low;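 active = fluorescence-ratio B-score plate-corrected deviation score at least 3 library SD below zero, with starting fluorescence score within 5 deviations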;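 also: channel opened by trigger with iodide after compound preincubation; score built on the fluorescence ratio of max minus min over baseline; more negative score means more quench and so TMEM16A activation or potentiation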
Target sequence (Q8BHY3 whole entry, looked up): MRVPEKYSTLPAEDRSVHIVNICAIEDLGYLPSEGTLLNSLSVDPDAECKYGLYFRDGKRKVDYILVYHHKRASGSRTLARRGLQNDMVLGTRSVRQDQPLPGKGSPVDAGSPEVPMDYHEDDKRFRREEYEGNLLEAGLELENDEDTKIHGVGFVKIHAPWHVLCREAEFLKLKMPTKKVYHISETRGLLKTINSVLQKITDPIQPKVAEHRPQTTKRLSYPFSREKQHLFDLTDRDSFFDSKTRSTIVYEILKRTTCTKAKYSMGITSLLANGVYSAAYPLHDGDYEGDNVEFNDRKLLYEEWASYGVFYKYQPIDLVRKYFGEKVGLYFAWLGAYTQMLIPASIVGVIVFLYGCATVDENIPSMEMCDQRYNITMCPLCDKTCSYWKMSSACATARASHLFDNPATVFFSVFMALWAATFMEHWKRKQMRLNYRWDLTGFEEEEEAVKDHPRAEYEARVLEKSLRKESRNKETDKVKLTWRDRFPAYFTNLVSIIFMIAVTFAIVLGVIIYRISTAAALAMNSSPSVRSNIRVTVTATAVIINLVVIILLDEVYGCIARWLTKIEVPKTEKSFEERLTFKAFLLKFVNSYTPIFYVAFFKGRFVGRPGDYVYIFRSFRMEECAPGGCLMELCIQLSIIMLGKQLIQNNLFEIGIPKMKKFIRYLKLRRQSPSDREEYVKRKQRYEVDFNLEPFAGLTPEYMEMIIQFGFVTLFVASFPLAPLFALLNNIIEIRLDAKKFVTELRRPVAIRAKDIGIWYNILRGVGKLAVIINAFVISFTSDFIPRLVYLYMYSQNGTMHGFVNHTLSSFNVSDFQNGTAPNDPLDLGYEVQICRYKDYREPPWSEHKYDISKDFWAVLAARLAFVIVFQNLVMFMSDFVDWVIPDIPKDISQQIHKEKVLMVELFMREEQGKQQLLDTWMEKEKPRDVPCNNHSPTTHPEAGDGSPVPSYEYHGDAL
KCNQ1 inh: human KCNQ1 channel inhibition; P51787; CHO-K1 KCNQ1, FluxOR thallium flux fluorescence; active compounds read high; B-score at 10 µM; actives 1.3% (n = 310,000); AID 2642;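 active = compounds whose thallium flux B-score, printed positive for inhibition, exceeds three library SD while starting fluorescence stays within three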;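 also: channel opened by potassium depolarization with thallium stimulus after 20 min compound exposure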
HDAC3 inh: inhibitors of human histone deacetylase 3; O15379; AID 2718; recombinant HDAC3, fluorogenic peptide/trypsin coupled, fluorescence; actives 0.15% (n = 320,000); inhibition, % at 8.3 µM; in the data active = inhibition above about 26%, passing the limit was not always enough
TMEM16A inh: inhibitors of mouse TMEM16A calcium-activated chloride channel | Q8BHY3 | HEK293 TMEM16A/YFP iodide influx fluorescence, ionomycin | normalized B-score (activity score, 25-100; higher = stronger inhibition) at 10 µM | actives 1.2% (n = 310,000) | AID 588511;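 active = ratio plate-corrected score three or more library SD toward inhibition, starting fluorescence score within five deviations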;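 also: score derived from kinetic fluorescence span divided by baseline fluorescence per well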
Active calls of the source: *; i = inactive; . = not tested or not shown. An excerpt. The share of hits here may be higher or lower than overall.

SMILES | KCNK3 block | TRPC4 agonist | KCNQ1 pot | DYRK1A inh | TRPC4 PAM | KCNK9 block | hERG protect | TMEM16A act | KCNQ1 inh | HDAC3 inh | TMEM16A inh
COc1ccccc1-c1nnc(NC(=O)CSc2nncn2C)s1 | i | i | i | 2 | i | i | -8 | i | i | 2 | i
O=C(Nc1ccc(Cl)c(Cl)c1)c1ccccc1 | i | . | . | 7 | . | . | . | i | . | 1 | i
NS(=O)(=O)c1ccc(NC(=O)COC(=O)c2ccc(Cl)cc2[N+](=O)[O-])cc1 | i | i | i | 2 | i | i | -5 | i | i | -3 | i
COC(=O)NC1(C(F)(F)F)C(=O)Nc2c1c(=O)n(C)c(=O)n2C (stereo not drawn) | i | i | i | 4 | i | i | -9 | i | i | -6 | i
O=C(CCNS(=O)(=O)c1c(Cl)cccc1Cl)OCC(=O)c1ccccc1F | i | i | i | 0 | i | i | -10 | i | i | -4 | i
O=C(CN1CCCCCC1)Nc1cccc(Br)c1 | i | i | i | 2 | i | i | -8 | i | i | -1 | i
COc1cc(C=O)ccc1OCCCOc1ccc([N+](=O)[O-])cc1 | i | i | i | -3 | i | i | -4 | i | i | 7 | i
CN(C)C(CNC(=O)c1cccc(S(=O)(=O)N(C)C)c1)c1ccccc1 (stereo not drawn) | i | 109* | i | 2 | i | i | -7 | i | i | -5 | i
CCC(=O)N1CCN(c2ccccc2NC(=O)Cc2ccc(Cl)cc2)CC1 | i | i | i | 2 | i | i | -10 | i | i | . | i
Fc1ccc(Nc2ccnc(Nc3ccc(F)cc3)n2)cc1 | i | i | i | 0 | i | i | -10 | i | i | 6 | i
O=C(COC(=O)CCC(=O)c1cccs1)Nc1ccc(Cl)cn1 | i | i | i | -65 | i | i | -9 | i | i | 6 | i
Cc1oc(-c2ccccc2)[n+]([O-])c1C | i | i | i | -2 | i | i | -8 | i | i | -4 | i
O=C(N/N=C/c1ccc(Br)o1)/C(=C/c1ccc([N+](=O)[O-])cc1)NC(=O)c1ccccc1 | i | i | i | -9 | i | i | -8 | i | i | -3 | i
NCCCC[C@H]1CNC(=S)N1CC1CCCCC1 | i | i | i | 0 | i | i | -2 | i | i | -2 | i
O=C(CSc1nncc2ccccc12)Nc1cccc(C(=O)O)c1 | i | i | i | 18 | i | i | -10 | i | i | 0 | i
CC(C)Cc1n[nH]c(=O)c2c1nnn2Cc1ccccc1F | i | i | i | -4 | i | i | -8 | i | i | 1 | i
Cc1cc(=O)n2nc(N3CCC(C(=O)NCCc4ccc(Cl)cc4)CC3)sc2n1 | i | i | i | 5 | i | i | -5 | i | i | -5 | i
CC(=O)c1ccc(Sc2ccccn2)c([N+](=O)[O-])c1 | i | i | i | . | i | i | -9 | i | i | -1 | i
CSc1nc(=S)n(Cc2ccccc2)c(C)c1C(C)=O | i | i | i | 5 | i | i | -8 | i | i | 7 | i
O=C1OCC/C1=C\c1ccccc1 | i | i | i | 5 | i | i | -5 | i | i | -15 | i
CC(C)(C)C1CCC(=NNC(=O)C(=O)NCc2cccnc2)CC1 (stereo not drawn) | i | i | i | -10 | i | i | 3 | i | i | -4 | i
Cc1ccc(OC(=O)c2cccc([N+](=O)[O-])c2)c(-n2nc3ccccc3n2)c1 | i | i | i | 2 | i | i | -8 | i | i | -2 | i
Cc1nnc(N2C(=O)C(=O)/C(=C(/O)c3ccc4c(c3)OCCO4)C2c2ccc(F)cc2)s1 (stereo not drawn) | i | i | i | -3 | i | i | -5 | i | i | 13 | i
C/C=C/C(=O)OCC(=O)Nc1ccc(F)cc1Cl | i | i | i | -2 | i | i | -10 | i | i | -4 | i
O=C(NC1CCCC1)C(c1ccsc1)N(CCc1ccccc1)C(=O)Cc1cccs1 (stereo not drawn) | i | i | i | -2 | i | i | -3 | i | i | 5 | i
CCN(CC(=O)Nc1c(F)cccc1F)C(=O)COc1ccc2c(c1)CCC2 | i | i | i | 2 | i | i | -13 | i | i | 4 | i
COc1ccc(-n2c(SCC(=O)NCCC(C)C)nc3ccsc3c2=O)cc1 | i | i | i | 1 | i | i | -7 | i | i | -10 | i
Cc1ccc(-c2ccc(SCC(=O)Nc3nonc3C)nn2)cc1 | i | i | i | 1 | i | i | -8 | i | i | 5 | i
C/C(=N\NC(=O)CSc1nc(C)cc(C)n1)c1cccc([N+](=O)[O-])c1 | i | i | i | 7 | i | i | -6 | i | i | 1 | i
CCn1c(CCNC(=O)c2ccc(OC)cc2)nnc1SCc1ccc(Cl)cc1Cl | i | i | i | 5 | i | i | -8 | i | i | 1 | i

Structural class: the entries above containing bromine.
SMILES | KCNK3 block | TRPC4 agonist | KCNQ1 pot | DYRK1A inh | TRPC4 PAM | KCNK9 block | hERG protect | TMEM16A act | KCNQ1 inh | HDAC3 inh | TMEM16A inh
O=C(CN1CCCCCC1)Nc1cccc(Br)c1 | i | i | i | 2 | i | i | -8 | i | i | -1 | i
O=C(N/N=C/c1ccc(Br)o1)/C(=C/c1ccc([N+](=O)[O-])cc1)NC(=O)c1ccccc1 | i | i | i | -9 | i | i | -8 | i | i | -3 | i

Continuation:
SMILES | KCNK3 block | TRPC4 agonist | KCNQ1 pot | DYRK1A inh | TRPC4 PAM | KCNK9 block | hERG protect | TMEM16A act | KCNQ1 inh | HDAC3 inh | TMEM16A inh
O=C(Cc1ncc(C(F)(F)F)cc1Cl)NCCc1ccccc1 | i | i | i | . | i | i | -8 | i | i | -1 | i
CCOC(=O)C1CCCN(c2c(N3CCC(N4CCCCC4)CC3)c(=O)c2=O)C1 (stereo not drawn) | i | i | i | -2 | i | i | -7 | i | i | 5 | i
CCCCN=C1C([N+](=O)[O-])=CC=C2C1=NC1(CCCCC1)N2O | i | i | i | -1 | i | i | -3 | i | i | 0 | i
O=C(O)CC1=C(Nc2ccccc2)C(=O)N(c2ccccc2)C1c1ccc(Br)cc1 (stereo not drawn) | i | i | i | . | i | i | -10 | i | i | . | i
CCOc1c(Cl)cc(CNCC(C)C)cc1Cl | i | i | i | -9 | i | i | -10 | i | i | 5 | i
CC(=O)Nc1cc(-n2cnnn2)ccc1C | i | i | i | 0 | i | i | -3 | i | i | 10 | i
CC1CC(=S)Nc2ccccc2S1 (stereo not drawn) | i | i | i | 1 | i | i | -13 | i | i | 6 | i
O=C(CNC(=O)Cc1ccc(Cl)cc1)NCc1ccco1 | i | i | i | -1 | i | i | -16 | i | i | -7 | i
Cc1ccc(Nc2cc(C)nc3ncnn23)c(Cl)c1 | i | i | i | 36 | i | i | -4 | i | i | -1 | i
C=CCC(=O)N1CCCC(C(=O)c2ccc(Cl)cc2)C1 (stereo not drawn) | i | i | i | . | i | i | -6 | i | i | 2 | i
COC(=O)c1cc(C)sc1NC(=O)c1ccco1 | i | i | i | . | i | i | -3 | i | i | -7 | i
COc1cccc(-n2c(=O)c3ccccc3n(CC(=O)NCC3CCCO3)c2=O)c1 (stereo not drawn) | i | i | i | -5 | i | i | -3 | i | i | -1 | i
CC(C)c1ccc(C(=O)NC(=S)NCc2cccnc2)cc1 | i | i | i | -2 | i | i | -4 | i | i | -7 | i
O=C(COc1ccccc1Cl)Nc1ccc(CN2CCOCC2)cc1 | i | i | i | 5 | i | i | -4 | i | i | . | i
CCOC(=O)c1cnc(SCC(=O)N2CCOCC2)nc1N | i | i | i | -3 | i | i | -8 | i | i | 9 | i
O=C(CSc1ccc2nnc(-c3ccncc3)n2n1)Nc1ccc2c(c1)OCO2 | i | i | i | 0 | i | i | -4 | i | i | 11 | i
CC(C)=CCN1CCN(Cc2cccnc2)CC1CCO (stereo not drawn) | i | i | i | -1 | i | i | -6 | i | i | -1 | i
Cc1cc(C)c2c(c1)-c1cc(C)nn1C(c1ccc3c(c1)OCO3)N2 (stereo not drawn) | i | i | i | 1 | i | i | -10 | i | i | -3 | i
COc1ccc2c(c1)NC(=O)CC(c1ccccc1)=N2 | i | i | i | 10 | i | i | -7 | i | i | 0 | i
CCOc1cc(CC(=O)N[C@@H](CC(C)C)c2ccccc2N2CCCCC2)ccc1C(=O)O | i | i | i | -5 | i | i | -6 | i | i | 0 | i
Cc1cc(C)n2nc(C(=O)NC3CCCc4ccccc43)nc2n1 (stereo not drawn) | i | i | i | 3 | i | i | -4 | i | i | 5 | i
COC(=O)c1cccc(C23CC4(C2)[C@H](CN(Cc2ccc(-c5ccccc5)cc2)[C@@H]4c2ccccc2)C3c2ccc(Cl)nc2)c1 (stereo partly drawn) | i | i | i | 1 | i | i | -6 | i | i | -3 | i
Cc1ccc(S(=O)(=O)NC(CC(=O)N2CCc3ccccc32)c2ccco2)cc1 (stereo not drawn) | i | i | i | 2 | i | i | -9 | i | i | 2 | i
Fc1ccc(-c2cn3cc(C(F)(F)F)cc(Cl)c3n2)cc1 | i | i | i | -7 | i | i | -9 | i | i | -5 | i
CCOCCOC(=O)C1=C(C)NC(=O)NC1c1ccc2c(c1)OCO2 (stereo not drawn) | i | i | i | 3 | i | i | 0 | i | i | -7 | i
Cc1ccc(N2CCN(S(=O)(=O)c3cccs3)CC2C)cc1 (stereo not drawn) | i | i | i | -13 | i | i | 0 | i | i | -6 | i

Compound profiles, from the list above. Order of values: KCNK3 block, TRPC4 agonist, KCNQ1 pot, DYRK1A inh, TRPC4 PAM, KCNK9 block, hERG protect, TMEM16A act, KCNQ1 inh, HDAC3 inh, TMEM16A inh
`Fc1ccc(-c2cn3cc(C(F)(F)F)cc(Cl)c3n2)cc1` is listed with i, i, i, -7, i, i, -9, i, i, -5, i
`CCOc1cc(CC(=O)N[C@@H](CC(C)C)c2ccccc2N2CCCCC2)ccc1C(=O)O` is listed with i, i, i, -5, i, i, -6, i, i, 0, i
`COc1ccc2c(c1)NC(=O)CC(c1ccccc1)=N2` is listed with i, i, i, 10, i, i, -7, i, i, 0, i
`Cc1ccc(N2CCN(S(=O)(=O)c3cccs3)CC2C)cc1` (stereo not drawn) is listed with i, i, i, -13, i, i, 0, i, i, -6, i
